Screens (PubChem)
Neddyl block: inhibitors of cullin neddylation, primary screen, biochemical, TR-FRET, uHTS, NAE and Ubc12; AID 651699, 2012; 0.58% of 360,000 active; calls only at 25 µM; NEDD8-conjugating enzyme Ubc12 (Homo sapiens) + NEDD8-activating enzyme E1 regulatory …; in the data active = inhibition above about 36%
LMPTP inh: LMPTP phosphatase inhibitors, primary screen, biochemical, fluorescence intensity, uHTS. inhibition, % at 20 µM. 0.22% of 360,000 active. recombinant LMPTP-A, OMFP fluorogenic substrate. AID 651560, 2012;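 active = compounds that cut the enzyme signal by at least half of the control window in the single-dose screen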;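 also: plate controls were DMSO wells with enzyme plus substrate for no effect and substrate without enzyme for full effect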
Target sequence (P24666 whole entry, looked up): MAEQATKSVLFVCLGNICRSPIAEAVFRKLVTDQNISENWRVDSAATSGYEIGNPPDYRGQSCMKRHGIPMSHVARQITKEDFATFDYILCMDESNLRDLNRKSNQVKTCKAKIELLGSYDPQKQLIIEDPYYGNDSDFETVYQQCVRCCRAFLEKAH
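Assay system: LMPTP-A phosphatase enzyme | Input: 0.625 nM enzyme | Also added: Fluorogenic phosphatase substrate OMFP at 400 µM final | Compound dosing: One test concentration per compound, 20 µM, with 3% DMSO overall | Schedule: 50 min enzyme reaction at room temperature, protected from light | Signal: Fluorescence intensity | Benchmarks: no-enzyme and uninhibited controls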
NadD block: inhibitors of S. aureus NadD, primary screen, biochemical, colorimetric, uHTS. purified NadD enzyme, colorimetric absorbance read-out. inhibition, % at 20 µM. 0.78% of 360,000 active. AID 602399, 2012; in the data active = inhibition above about 26%; also: some compounds past the cut are filed as inactive
STEP inh: STEP phosphatase inhibitors, primary screen, biochemical, fluorescence intensity, uHTS. 0.25% of 360,000 active. Tyrosine-protein phosphatase non-receptor type 5 (Homo sapiens), P54829. recombinant STEP, OMFP fluorogenic substrate. inhibition, % at 20 µM. AID 588621, 2011;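 active = inhibition at 20 µM, scaled per plate between control wells, above about 37%, limit read from the data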;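 also: 0% = DMSO with enzyme and substrate and 100% = substrate only without enzyme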
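Also added – OMFP at 25 µM · Test system – STEP tyrosine phosphatase · Technique – FITC-channel fluorescence of OMFP product · Schedule – 20 min at room temperature, dark · Evaluation – control-normalized % inhibition with plate pattern correction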
Tb MetRS inh: T. brucei MetRS inhibitors, primary screen, biochemical, luminescence | 0.4% of 360,000 active | AID 624268, 2012 | purified T. brucei MetRS, ATP depletion, Kinase-Glo luminescence | inhibition, % at 11.9 µM;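 active = inhibition above a per-plate cutoff of the control wells' mean inhibition plus 3 SD, cut at about 5.5% in these data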;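 also: 0% = DMSO wells median and 100% = median of wells with control inhibitor compound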
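Measured by: Kinase-Glo luciferase luminescence reporting remaining unconsumed ATP. Material: purified T. brucei MetRS enzyme. Doses: 11.9 µM compound single dose, 0.9% DMSO. Medium: HEPES buffer containing pyrophosphatase, BSA, spermine, DTT. Times: 15 min preincubation, 2 h reaction, all 25 °C. Reagent: methionine, ATP and bulk E. coli tRNA.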
Scp-1 inhibitor: Scp-1 phosphatase inhibitors, primary screen, biochemical, colorimetric, uHTS | Carboxy-terminal domain RNA polymerase II polypeptide A small phosphatase 1 (Homo … | inhibition, % at 20 µM | AID 493091, 2011 | Recombinant Scp1, phosphopeptide, malachite green phosphate absorbance | 0.88% of 340,000 active;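 active = inhibition above about 50% at 20 µM, limit read from the data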;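 also: plate controls were DMSO wells with enzyme for no effect and wells lacking enzyme for full effect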
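Incubation: 45 min enzyme reaction at room temperature / System: truncated SCP-1 phosphatase (76-261aa) / Reagent: Phospho 17-mer peptide substrate / Buffer or medium: Acidic Tris acetate buffer with magnesium and detergent / Signal: absorbance at 630 nm / Doses: one concentration, 20 µM, with 1.0% DMSO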
SUMO1 PPI mod: modulators of SUMO1 protein-protein interactions, primary screen, biochemical, uHTS. 0.33% of 360,000 active. Small ubiquitin-related modifier 1 (Homo sapiens), P63165. AID 602429, 2012. inhibition, % at 20 µM. SUMO1 binding to a labelled peptide, TR-FRET, 1 h; in the data active = inhibition above about 37%
DNMT1 inh: human DNMT1 methyltransferase inhibitors, primary screen, biochemical, molecular beacon, fluorescence, HinP1I cleavage, uHTS; inhibition (reported as % activation of signal), % at 10 µM; 0.83% of 360,000 active; AID 588458, 2011; in the data active = inhibition above about 50%
NRP1-CendR mod: modulators of CendR peptide binding to NRP-1, primary screen, biochemical, fluorescence polarization, uHTS; FAM-RPARPAR peptide binding to NRP-1; inhibition, % at 25 µM; 0.85% of 360,000 active;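 active = inhibition or corrected inhibition above about 18%, plus a signal ratio from 0.5 to 1.5, limit read from the data, passing the limit was not always enough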; also: strong numbers were not always called active
Target sequence (O14786 whole entry, looked up): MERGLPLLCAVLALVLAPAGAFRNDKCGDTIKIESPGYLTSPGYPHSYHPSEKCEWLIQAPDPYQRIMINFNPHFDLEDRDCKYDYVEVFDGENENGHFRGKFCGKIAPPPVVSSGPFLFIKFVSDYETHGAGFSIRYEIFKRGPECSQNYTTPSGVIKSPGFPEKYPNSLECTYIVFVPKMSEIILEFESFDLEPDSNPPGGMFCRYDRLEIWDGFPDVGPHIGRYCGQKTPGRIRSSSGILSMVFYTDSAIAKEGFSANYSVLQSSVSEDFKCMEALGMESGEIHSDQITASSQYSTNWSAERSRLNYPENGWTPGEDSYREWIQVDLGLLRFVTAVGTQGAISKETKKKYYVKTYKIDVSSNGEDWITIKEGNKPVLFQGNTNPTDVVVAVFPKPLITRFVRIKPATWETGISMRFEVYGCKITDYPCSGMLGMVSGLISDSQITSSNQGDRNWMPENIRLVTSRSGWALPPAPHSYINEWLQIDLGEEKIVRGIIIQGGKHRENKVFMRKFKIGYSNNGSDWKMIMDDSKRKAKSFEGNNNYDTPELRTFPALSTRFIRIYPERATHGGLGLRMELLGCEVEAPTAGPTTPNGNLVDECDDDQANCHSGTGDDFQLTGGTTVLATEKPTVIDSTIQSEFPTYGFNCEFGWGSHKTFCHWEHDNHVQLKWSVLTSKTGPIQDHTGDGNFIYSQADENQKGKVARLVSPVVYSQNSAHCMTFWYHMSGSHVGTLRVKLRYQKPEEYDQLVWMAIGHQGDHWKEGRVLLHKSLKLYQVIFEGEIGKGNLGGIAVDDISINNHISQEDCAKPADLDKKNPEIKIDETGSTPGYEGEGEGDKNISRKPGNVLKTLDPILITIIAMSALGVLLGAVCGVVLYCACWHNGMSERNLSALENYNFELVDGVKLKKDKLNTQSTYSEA
SKN-1 inh: suppressors of acrylamide-induced Pgst-4::GFP reporter in worms, primary screen, SKN-1 inhibitor project, whole organism, uHTS, GFP/RFP fluorescence ratio, strain VP596; C. elegans VP596 Pgst-4::GFP/RFP ratio, 24 h; inhibition, % at 21.8 µM; 0.49% of 360,000 active; AID 624304, 2012;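 active = interference check ratio from 0.5 to 1.5 plus GFP to RFP signal ratio inhibition reaching or exceeding a fixed threshold, cut at about 30% in these data, passing the limit was not always enough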; also: some compounds called inactive have numbers as strong as hits
Starred values were filed as active, the others as inactive; i = inactive; · = not tested or not shown.

The first two entries, ahead of the listing:
SMILES	Neddyl block	LMPTP inh	NadD block	STEP inh	Tb MetRS inh	Scp-1 inhibitor	SUMO1 PPI mod	DNMT1 inh	NRP1-CendR mod	SKN-1 inh
O=C(NCc1cccnc1)c1csc([C@H]2C[C@H](O)[C@@H](CO)O2)n1	i	-1.9	-5	-1	-0.2	·	12	0	-2	14
O=C(CCCC(=O)OCC(=O)c1cccs1)Nc1ccc(Oc2ccccc2)cc1	i	2.3	-7	4	-1.1	-20	-4	-12	23*	-27

The whole of this part, previewed entries included:
SMILES	Neddyl block	LMPTP inh	NadD block	STEP inh	Tb MetRS inh	Scp-1 inhibitor	SUMO1 PPI mod	DNMT1 inh	NRP1-CendR mod	SKN-1 inh
O=C(NCc1cccnc1)c1csc([C@H]2C[C@H](O)[C@@H](CO)O2)n1	i	-1.9	-5	-1	-0.2	·	12	0	-2	14
O=C(CCCC(=O)OCC(=O)c1cccs1)Nc1ccc(Oc2ccccc2)cc1	i	2.3	-7	4	-1.1	-20	-4	-12	23*	-27
CCCCNC(=O)CSc1nc2ccsc2c(=O)n1C1CCN(C(=O)OCC)CC1	i	-0.2	-5	0	0.3	0	-4	7	-4	8
CC(NC(=S)NCCc1ccccc1)C(c1cccs1)N1CCN(Cc2ccccc2)CC1 (centres undefined)	i	-1.3	-1	0	-0.6	-5	3	-9	-2	5
O=C(c1ccc([N+](=O)[O-])cc1)N1CCSC1c1ccccc1 (centres undefined)	i	-0.9	-7	-1	-0.4	-9	-14	4	-10	8
O=C(/C(=C/O)N=Nc1ccccc1)c1ccncc1	i	0.4	7	1	0.1	-6	-15	1	-4	9
CCOC(=O)Cc1csc(NC(=O)/C=C/c2ccc(OC)cc2)n1	i	0.5	-1	-4	-0.1	-4	-17	-1	-2	2
Cn1c(-c2ccsc2)c(-c2cccs2)c2cc(-c3ccc4cc[nH]c4c3)ccc21	i	4.7	21	-1	-0.1	-7	2	-21	-9	-1
Oc1ccccc1-c1nc(/C=C/c2ccccc2)nn1-c1ccccc1	·	1.9	-3	-4	-1.1	-3	-3	2	-3	6
CCOC(=O)N1CCN(C(=O)c2ccc3nc(N4CCCCC4)sc3c2)CC1	i	-2.1	5	4	-0.7	10	0	1	-2	-5
O=C(O)c1nn(CC(=O)N(C2CCCCC2)C2CCCCC2)c(=O)c2ccccc12	i	1.0	1	3	-1.3	4	-5	8	-6	-7
O=C(Nc1ccc(C(=O)N2CCN(c3ccc(Cl)cc3)CC2)cc1)C1=CSCCO1	i	2.1	8	-2	0.3	-1	3	-6	-6	7
COc1ccccc1C(=O)NCCC(=O)N1CCN(C(C)=O)CC1	i	-11	0	-4	-0.4	-7	-27	-4	4	-8
Cc1ccc(-c2nc3ccccc3c(=O)n2NC(=S)N(C)C)cc1	i	-1.5	0	-2	-0.6	-4	2	7	10	0
COc1ccc(CNC(=O)COC(=O)CN2C(=O)COc3ccccc32)cc1	i	-0.4	1	1	-0.3	-3	1	1	5	6
Nc1ccc2c(c1)C(O)c1ccc(Cl)cc1-2 (centres undefined)	i	2.0	5	2	-0.4	11	-15	-24	4	-5
CCN1C(=O)[C@H]2[C@@H](c3ccc(-c4ccc(Cl)c(Cl)c4)c(OC)c3)N[C@@](C)(C(=O)OC)[C@H]2C1=O	i	4.8	-6	4	-0.1	-3	1	-1	-7	16
CCOc1cc2c3c(c1)C1(C(=O)N3C(C)(C)CC2C)C(C#N)=C(N)N2C(=C1C#N)Nc1ccccc12 (centres undefined)	i	0.8	3	-4	0.3	0	-3	-6	20	2
O=C(CC(O)(C(F)(F)F)C(F)(F)F)Nc1ccc(Cl)c(Cl)c1	i	0.9	-4	0	1.8	-13	2	13	4	50*
CN(CCOc1ccccc1)C(=O)CCc1c[nH]c2ccccc12	i	1.5	-4	1	1.4	-19	-3	-1	1	14
O=C(NC1CCS(=O)(=O)C1)c1cccc(S(=O)(=O)N2CCCCCC2)c1 (centres undefined)	i	-1.2	-2	4	0.1	-4	3	0	14	-2
C/C=C/C=C/C(=O)N1CC[C@]23c4ccccc4N[C@H]4N(C)c5cccc6c5[C@]42CCN([C@H]6C2OC2(C)C)[C@H]13 (some centres undefined)	i	1.6	1	-2	-0.6	16	-1	-17	-18	5
O=C(CN(Cc1cccs1)C(=O)CNS(=O)(=O)c1ccc(F)cc1)NCc1ccco1	i	-1.3	-7	0	0.8	-5	1	-2	8	6
O=S1(=O)N[C@@H](Cc2ccccc2)COc2cc(N3CC[C@H](O)C3)ccc21	i	-1.2	11	·	-1.1	·	0	·	-7	3

Ordered by molar mass (rising): five of the compounds above
SMILES	Neddyl block	LMPTP inh	NadD block	STEP inh	Tb MetRS inh	Scp-1 inhibitor	SUMO1 PPI mod	DNMT1 inh	NRP1-CendR mod	SKN-1 inh
O=C(/C(=C/O)N=Nc1ccccc1)c1ccncc1	i	0.4	7	1	0.1	-6	-15	1	-4	9
COc1ccccc1C(=O)NCCC(=O)N1CCN(C(C)=O)CC1	i	-11	0	-4	-0.4	-7	-27	-4	4	-8
Cn1c(-c2ccsc2)c(-c2cccs2)c2cc(-c3ccc4cc[nH]c4c3)ccc21	i	4.7	21	-1	-0.1	-7	2	-21	-9	-1
CCOc1cc2c3c(c1)C1(C(=O)N3C(C)(C)CC2C)C(C#N)=C(N)N2C(=C1C#N)Nc1ccccc12 (centres undefined)	i	0.8	3	-4	0.3	0	-3	-6	20	2
CCN1C(=O)[C@H]2[C@@H](c3ccc(-c4ccc(Cl)c(Cl)c4)c(OC)c3)N[C@@](C)(C(=O)OC)[C@H]2C1=O	i	4.8	-6	4	-0.1	-3	1	-1	-7	16

Other compounds follow:
SMILES	Neddyl block	LMPTP inh	NadD block	STEP inh	Tb MetRS inh	Scp-1 inhibitor	SUMO1 PPI mod	DNMT1 inh	NRP1-CendR mod	SKN-1 inh
CCCn1c(=N)c(S(=O)(=O)c2ccccc2)cc2c(=O)n3cccc(C)c3nc21	·	2.0	9	0	-0.2	7	-2	1	-6	-1
CN(C)CCNc1ncnc2ccccc12	i	-8.5	-3	1	-0.5	-17	3	-1	-9	22
O=C(Nc1cccc(C(=O)NC2CC2)c1)c1ccc(F)c(S(=O)(=O)N2CCOCC2)c1	i	-1.1	0	-4	-0.1	-1	-4	-2	11	9
O=C(CCSCCc1ccccn1)Nc1cccc([N+](=O)[O-])c1	i	-0.6	-1	-1	-0.4	-1	-17	0	-10	3
CCn1ccnc1CNC(=O)c1ccc2oc(CCCc3ccccc3)nc2c1	i	0.6	-3	1	-0.1	-5	0	1	14	-6
CCN(CC)CCN1C(=O)C(=O)/C(=C(/O)c2ccccc2)C1c1ccccc1F (centres undefined)	i	-2.4	6	-2	-0.7	-6	-5	-1	8	-5
Cc1ccc(S(=O)(=O)N2CCOCC2)cc1NC(=O)COC(=O)c1cc(=O)c2ccccc2o1	i	-2.8	-3	-2	-0.8	-5	-3	16	-15	-3
Cc1c(C(=O)N2CCC(Cc3ccccc3)CC2)sc2ncnc(N3CCC(C)CC3)c12	i	10	13	6	-0.6	7	-7	-4	-12	7
CC(C)(CO)NCc1ccccc1OCC(=O)Nc1ccccc1	i	-1.0	-4	3	-1.0	-4	-2	3	5	5
CCc1ccc(NC(=S)NCc2cccnc2)cc1	i	-1.8	4	0	-0.1	-17	6	0	-11	-4
C=CCNc1nc(C(=O)OCC(=O)c2ccc(F)cc2)cs1	i	-0.6	-2	2	-0.3	13	0	0	-6	-2
CC(C)c1ccc(NC(=O)C2CCCCC2C(=O)O)cc1 (centres undefined)	i	-1.3	2	-8	-1.1	-11	3	23	0	-11
CCOC(=O)C1=CN(Cc2ccco2)S(=O)(=O)N(C)C1c1ccccc1 (centres undefined)	i	-1.0	-4	-1	-0.8	-1	-3	7	-8	1
CCN(CC)CCN1C(=O)c2ccccc2NC1c1cc(OC)c(OC)c(OC)c1 (centres undefined)	·	1.7	-10	0	-0.7	-7	0	1	18	4
O=C(OCC(=O)N1CCN(C(=O)c2ccco2)CC1)c1ccccc1NCCO	·	0.8	-1	1	-0.2	47	11	10	4	9
CCOC(=O)C1CCCN(S(=O)(=O)c2cc3c(cc2Cl)NC(=O)CO3)C1 (centres undefined)	i	0.1	-2	4	-1.4	0	3	1	-7	0
O=C(NCCS(=O)(=O)N1CCN(c2ccccc2)CC1)c1cccc(F)c1	i	1.2	-1	1	-0.7	-6	3	3	7	-1
Nc1nnc(SCC(=O)NNC(=O)c2ccc(F)cc2)s1	i	-0.4	-5	2	-0.5	-2	0	1	-2	-9
CCOC(=O)c1c(NC(=O)CSc2ncn[nH]2)sc(C(=O)N(C)C)c1C	i	-1.1	-2	1	-0.7	1	0	2	-4	20
CC(C)N(C(=O)CSc1nnc(NC(=O)Cc2cccs2)s1)C(C)C	i	-1.0	-10	-4	-0.1	-6	0	0	-9	4
CCOC(=O)C1CCN(C(=O)CSc2ccc(Cl)cc2)CC1	i	-0.5	8	-9	-0.2	-3	-2	2	14	-23
S=C(NCCc1ccc(Cl)cc1)NC1CCCC1	i	0.2	4	4	-0.2	8	2	-5	-16	0
CC(=O)N1CCc2cc3nc(C)cc(C)c3cc21	·	0.6	-1	-3	-1.1	0	-4	0	-6	-11
O=C(Nc1ccc(S(=O)(=O)Nc2nccs2)cc1)c1cccc(S(=O)(=O)N2CCOCC2)c1	i	0.8	-1	2	-0.3	-14	1	-2	-7	8
CC12CN(C(=O)c3ccc(Cl)cc3)C3(C#N)CC1CCC23C (centres undefined)	i	-3.2	-1	2	0.2	0	1	4	9	0
Cc1onc(-c2c(F)cccc2Cl)c1-c1nnc(-c2cccc3ccccc23)o1	i	-1.8	-1	0	-0.3	-11	8	14	8	-3
CCOC(=O)Cn1c(CN2CCOCC2)nc2c1c(=O)n(C)c(=O)n2C	i	-1.5	-1	-3	-0.3	-8	3	1	9	3
CC(OC(=O)C1CCN(S(=O)(=O)c2ccc(C(C)(C)C)cc2)CC1)C(=O)N1CCOCC1 (centres undefined)	i	-1.0	3	-2	-0.6	1	3	1	9	-6
CC1=NN(C(=S)Nc2ccccc2)C(C)(C)C1	i	-0.2	-1	-8	-0.2	-3	-5	-3	2	9
O=C(NC1CCC(O)CC1)c1cc(Cl)c2c(c1)OCCO2 (centres undefined)	i	1.0	1	-3	-0.2	-10	3	0	-4	15
